ssDAF-12 act = activators of S. stercoralis DAF-12 nuclear receptor; hit rate 1% among 370,000; activation, % at 6.8 µM; HEK293 ssDAF-12/GRIP1 lit1-tk-luc reporter, luminescence; % of 3 µM dafachronic acid response;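 active = activation above the mean over all tested compounds plus 3 SD, cut at about 0.9% in these data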;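 note: 0% = DMSO-only wells and 100% = 3 µM delta7-dafachronic acid wells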
PLC-beta3 inh = inhibitors of human phospholipase C beta3; Q01970; Purified PLC-beta3, fluorogenic substrate, fluorescence; inhibition, % at 12.2 µM; hit rate 0.18% among 370,000; in the data active = inhibition above about 11%;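 note: 0% = median of compound wells on plate and 100% = full blocker control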
GAA850 FXN act = frataxin GAA850 promoter activation; HEK293 lucGAA850 FXN promoter luciferase reporter, 24 h; percent of 10 µM SAHA response; activation, % at 6 µM; hit rate 0.56% among 360,000; AID 540364;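 active = activation above the average of all compounds screened plus 3 SD, cutoff fixed separately per campaign, cut at about 7.5% in these data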;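 note: 0% = DMSO wells and 100% = 10 µM SAHA wells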
DAX1 inh-1 = NR0B1 (DAX1) inhibition; P51843; HEK293 Gal4-DAX1 luciferase reporter, luminescence; inhibition, % at 6.75 µM; hit rate 0.99% among 340,000; AID 504766;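 active = inhibition above the mean over all tested compounds plus 3 SD, cut at about 4.2% in these data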;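 note: 0% = DAX1-transfected cells with DMSO and 100% = empty-vector control cells with DMSO; inhibition shows as a rise in luminescence from relieved DAX1 repression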
sPLA2-III inh = Blocks human group III sPLA2 activity | QFRET BODIPY PC-A2 liposome hydrolysis, fluorescence | AID 743126 | hit rate 0.56% among 370,000 | inhibition, % at 12.2 µM | Q9NZ20;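 active = inhibition above mean plus 3 SD of compounds lying within the high and low control bounds, cut at about 19% in these data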;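 note: 0% = median of test compound wells and 100% = no enzyme DMSO wells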
Target sequence (Q9NZ20 whole entry, looked up): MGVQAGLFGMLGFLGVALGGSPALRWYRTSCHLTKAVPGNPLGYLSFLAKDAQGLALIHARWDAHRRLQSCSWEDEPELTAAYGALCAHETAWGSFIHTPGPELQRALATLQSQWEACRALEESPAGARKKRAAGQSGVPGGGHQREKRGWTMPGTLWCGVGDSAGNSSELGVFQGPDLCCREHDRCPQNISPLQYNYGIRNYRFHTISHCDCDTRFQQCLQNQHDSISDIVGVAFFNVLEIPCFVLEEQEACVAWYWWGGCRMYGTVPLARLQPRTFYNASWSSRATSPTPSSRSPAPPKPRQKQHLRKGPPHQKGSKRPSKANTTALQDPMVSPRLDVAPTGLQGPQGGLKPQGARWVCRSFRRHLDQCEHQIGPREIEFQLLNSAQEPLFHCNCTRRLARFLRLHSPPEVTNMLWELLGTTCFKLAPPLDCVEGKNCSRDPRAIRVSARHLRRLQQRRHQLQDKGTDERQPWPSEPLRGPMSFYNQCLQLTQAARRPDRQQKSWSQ
hgDAF-12 ag = activates the H. glycines DAF-12 receptor ligand-binding domain; AID 687014; activation, % at 6.8 µM; HEK293 GAL4-hgDAF12 UAS-luciferase reporter, agonist luminescence; normalized to butyrate control; hit rate 1.8% among 370,000;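 active = activation above a cutoff set at the mean of all screened compounds plus 3 SD, cut at about 10% in these data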;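 note: 0% = DMSO wells and 100% = sodium butyrate wells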
DAX1 inh-2 = blocks DAX1 repression of SF-1 activated StAR promoter; AID 652010; HEK293T StAR-luciferase reporter, SF-1/DAX-1 repression relief; hit rate 1.1% among 370,000; inhibition, % at 6.8 µM;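 active = inhibition above the mean over all tested compounds plus 3 SD, cut at about 3.6% in these data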;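 note: 0% = DAX-1 cells with DMSO and 100% = cells lacking DAX-1 with DMSO; higher inhibition means more luminescence from relief of DAX-1 repression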
SMARCA2 act = activators of SMARCA2 function | activation, % at 9.1 µM | MG213 cells, MMTV-luciferase reporter, dexamethasone, overnight | hit rate 1% among 370,000; in the data active = activation above about 7.8%;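 note: 0% = vehicle wells and 100% = reference activator wells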
PG9 Ab binder = binds the HIV-1 gp120 antibody PG9. inhibition, % at 6.7 µM. hit rate 0.43% among 360,000. TR-FRET gp120-PG9 antibody binding; in the data active = inhibition above about 8.5%
hcDAF-12 act = H. contortus DAF-12 activation, primary screen; HEK293 hcDAF-12 lit1-tk-luc reporter, luminescence; 0% DMSO, 100% Δ7-dafachronic acid; hit rate 1.4% among 370,000; activation, % at 6.8 µM; AID 652067;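 active = activation above the mean of all tested compounds plus 3 SD, cut at about 5.5% in these data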;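 note: 100% = response to 3 µM Δ7-dafachronic acid high control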
NR1D1 modulator = Rev-erb alpha (human) modulation. AID 1259318. Rev-erbα–FITC-DNA binding, fluorescence polarization, 90 min. activity, % at 10 µM. hit rate 0.79% among 370,000;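 active = activity above about 14%, limit read from the data; passing the limit was not always enough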;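 note: 0% = DMSO wells with 35 nM protein and 100% = DMSO wells with 750 nM protein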
Target sequence (P20393 whole entry, looked up): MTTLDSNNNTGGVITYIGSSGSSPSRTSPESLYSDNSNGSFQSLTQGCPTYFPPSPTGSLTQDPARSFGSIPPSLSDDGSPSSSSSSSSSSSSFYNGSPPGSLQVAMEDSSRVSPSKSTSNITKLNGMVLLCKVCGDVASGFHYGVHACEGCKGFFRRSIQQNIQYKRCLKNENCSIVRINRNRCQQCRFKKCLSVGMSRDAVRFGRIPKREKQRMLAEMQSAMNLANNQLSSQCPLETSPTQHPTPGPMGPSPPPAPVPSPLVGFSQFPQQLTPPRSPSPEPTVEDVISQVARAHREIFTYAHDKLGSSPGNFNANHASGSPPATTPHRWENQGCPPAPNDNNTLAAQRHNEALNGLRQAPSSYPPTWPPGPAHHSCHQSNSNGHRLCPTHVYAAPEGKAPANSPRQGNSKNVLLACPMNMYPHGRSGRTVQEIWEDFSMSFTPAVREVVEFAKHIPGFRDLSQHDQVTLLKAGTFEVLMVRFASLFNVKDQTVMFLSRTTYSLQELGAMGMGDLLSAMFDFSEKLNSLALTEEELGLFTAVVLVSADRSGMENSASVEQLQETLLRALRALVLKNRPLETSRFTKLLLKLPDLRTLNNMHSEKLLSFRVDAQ
* hit, by the source's call; x = no result given. The order is random; any-hit rate near 7%.

#	smiles	PLC-beta3 inh	SMARCA2 act	DAX1 inh-2	hgDAF-12 ag	hcDAF-12 act	ssDAF-12 act	NR1D1 modulator	PG9 Ab binder	sPLA2-III inh	DAX1 inh-1	GAA850 FXN act
1	CC1CCc2nc(N)c(C#N)c(-c3ccncc3)c2C1 (stereo not given)	-45	-1	-0.6	-1.6	-0.1	-1.6	4	-1.2	4	0.3	1.2
2	COc1cc(/C=C(\C#N)c2nc3ccccc3s2)cc([N+](=O)[O-])c1O	-22	0	0.0	1.8	0.1	-0.9	1	-1.0	-1	1.0	-0.2
3	CCOC(=O)CNC=C(C(=O)OCC)C(=O)OCC	9	-2	1.5	-2.3	1.6	-1.0	-7	-2.3	-3	0.6	-0.6
4	CCOC(=O)N1CCc2cc(OC)c(OC)c3c2c1cc1cc(OC)c(OC)cc13	-149	-4	-5.5	-4.3	-3.2	-1.4	-1	-2.5	1	-3.4	-6.4
5	COC(=O)C1CN(Cc2ccc(OC)cc2)CCS(=O)(=O)N1Cc1ccc(C)cc1 (stereo not given)	0	-2	-1.7	-3.0	-1.8	-2.1	2	x	-5	x	x
6	COc1cccc(CNC(=O)CNS(=O)(=O)c2ccc(Br)s2)c1	-4	1	0.1	0.8	-1.4	-1.5	-1	0.5	-11	-0.4	2.6
7	Cc1cccc(OCCC(=O)Nc2nnc(C)s2)c1	-7	1	0.8	1.2	-1.4	-1.6	2	0.0	-4	1.1	0.9
8	CC(C)CNC(=O)NC(=O)COC(=O)C1CSC2(c3ccc(F)cc3)CCC(=O)N12 (stereo not given)	0	-4	0.0	-3.2	-0.1	-1.2	-1	-0.2	4	0.0	-0.3
9	COc1cccc(C(O)c2nc(-c3cncnc3)cs2)c1 (stereo not given)	2	-2	-0.4	0.6	-0.9	-1.3	0	1.7	12	x	2.9
10	COc1ccc(CCNC2CC(=O)N(C)C2=O)cc1OC (stereo not given)	2	1	1.2	0.2	-1.3	-0.6	-2	0.1	1	-0.5	2.2
11	COCCNCCCOc1ccc(C(C)(C)c2ccccc2)cc1	2	-4	0.3	-1.2	-2.1	-1.1	2	-0.9	22*	-0.3	2.5
12	COc1ccccc1NS(=O)(=O)c1cc(NC(=O)c2ccncc2)ccc1N1CCOCC1	-3	4	-0.3	-1.9	-3.0	-1.6	-3	0.6	-1	0.7	3.7
13	CCC(C)S(=O)(=O)c1snnc1C (stereo not given)	3	2	-0.1	-0.6	0.1	-0.9	0	-0.7	5	0.2	0.2
14	Cc1sc2nc(CSc3nc4ccccc4c(=O)n3CCCN3CCOCC3)[nH]c(=O)c2c1C	-26	1	-0.8	-3.0	-2.6	-1.1	-3	-2.6	-12	1.9	-2.7
15	COc1ccccc1-n1c(-c2cc(-c3ccco3)[nH]n2)n[nH]c1=S	-11	-1	-0.2	-1.4	4.3	-1.0	-5	2.4	17	1.1	-2.2
16	CCOc1ccc(C(=O)Nc2cccc3cccnc23)cc1	-7	-4	0.4	0.0	-0.8	-1.0	-8	-0.2	0	2.9	1.8

Laid out differently: two of the compounds above
13: CCC(C)S(=O)(=O)c1snnc1C (stereo not given)
10: COc1ccc(CCNC2CC(=O)N(C)C2=O)cc1OC (stereo not given)

| screen / no. | 13 | 10 |
| --- | --- | --- |
| PLC-beta3 inh | 3 | 2 |
| SMARCA2 act | 2 | 1 |
| DAX1 inh-2 | -0.1 | 1.2 |
| hgDAF-12 ag | -0.6 | 0.2 |
| hcDAF-12 act | 0.1 | -1.3 |
| ssDAF-12 act | -0.9 | -0.6 |
| NR1D1 modulator | 0 | -2 |
| PG9 Ab binder | -0.7 | 0.1 |
| sPLA2-III inh | 5 | 1 |
| DAX1 inh-1 | 0.2 | -0.5 |
| GAA850 FXN act | 0.2 | 2.2 |

Further entries.
#	smiles	PLC-beta3 inh	SMARCA2 act	DAX1 inh-2	hgDAF-12 ag	hcDAF-12 act	ssDAF-12 act	NR1D1 modulator	PG9 Ab binder	sPLA2-III inh	DAX1 inh-1	GAA850 FXN act
17	O=C(Cn1nnc(-c2ccccc2)n1)OCc1ccccc1	1	0	0.1	-0.7	-1.1	-1.4	-2	0.7	-12	0.5	-1.2
18	Cc1cc(N2CCc3ccccc32)n2ncnc2n1	-5	-4	-0.6	0.8	-1.7	-0.9	3	-0.3	7	0.0	-2.2
19	O=C1C2C3C=CC(C4CC34)C2C(=O)N1c1nccs1 (stereo not given)	2	-1	-0.6	2.0	-1.4	-0.6	-2	-3.0	-1	0.4	0.1
20	CCOC(=O)c1c(N)sc2c1CCCC2=O	-3	-1	-0.3	1.2	-0.5	1.3*	-2	-1.9	-1	2.6	1.9
21	O=C(Nc1ccc(Cl)c(Cl)c1)Nc1ccc([N+](=O)[O-])cn1	-3	0	-0.1	4.1	0.6	-0.7	-6	0.2	-4	-0.7	-1.1
22	CC(=O)C1C(c2ccc([N+](=O)[O-])cc2)C2C(C)=NN=C2CC1(C)O (stereo not given)	2	-1	-0.1	1.1	-0.3	-1.4	2	0.2	4	3.5	-0.6
23	COc1ccc(CCN2CC(C(=O)NCCN3CCNC3=O)CCC2=O)cc1 (stereo not given)	-6	-2	0.4	0.4	0.3	-1.4	-1	0.1	7	0.2	1.1
24	O=C(Nc1ccncc1)c1ccccc1Cl	-3	1	0.6	3.4	-0.8	-1.4	4	-2.4	6	0.0	3.6
25	Cc1cnc(C(=O)OCC(=O)N2CCN(C(=O)c3ccco3)CC2)cn1	2	-4	0.6	0.6	-0.9	-1.6	-4	-0.1	-7	0.7	-3.6
26	CC(=O)Nc1ccc(S(=O)(=O)NC(C)C(=O)NCC(c2ccco2)N2CCCCC2)cc1 (stereo not given)	-5	0	-0.7	1.4	0.8	-1.4	0	-0.8	-4	1.1	0.6
27	O=C(NCc1ccccc1)C(c1ccccc1)N(C(=O)c1csnn1)c1ccccc1 (stereo not given)	-4	-1	-0.1	-3.1	-2.1	-1.1	4	-0.9	0	-1.7	-1.9
28	Cc1ccc([C@H]2N[C@]3(CCCN(Cc4ccc(F)cc4)C3=O)[C@H]3C(=O)N(C)C(=O)[C@@H]23)cc1	0	-4	-1.1	0.8	-0.5	0.3	2	0.5	0	-0.2	-2.5
29	COC(=O)C[C@H]1C=C[C@@H](C(C(=O)OC)C(=O)OC)CN1C(C)=O	0	-2	0.0	0.7	2.4	-1.2	-4	-1.5	9	0.3	1.2
30	Cc1ccc(Cn2cc(CN(C(C)(C)C)S(=O)(=O)c3ccc(F)cc3Br)nn2)cc1	0	-3	-1.3	-2.9	-3.9	-1.4	-5	x	14	x	x
31	CCCC(=O)Nc1nnc(C2CCCO2)s1 (stereo not given)	-4	2	-0.1	3.5	-1.7	-1.4	2	-0.1	0	-0.7	0.1
32	Cc1cc(C)cc(-c2c(C(=O)c3ccc(Br)cc3)[nH]c(N)c2C(=O)NCc2ccc(Cl)cc2)c1	-14	x	x	0.2	1.5	-1.5	5	x	6	x	x
33	COc1cnc(-c2ccccn2)[nH]c1=O	1	-4	0.6	-0.7	-1.0	-1.2	1	0.4	4	0.3	-0.1
34	COc1ccc(CN2C(=O)C(CC(=O)NCCCCc3ccccc3)CC(C(=O)N3CCCCCC3)=C2C)cc1 (stereo not given)	-2	-4	0.2	0.8	-0.5	-1.1	-4	-0.6	-6	x	x
35	CCCNC(=O)c1noc2c1CCc1cc(OC)ccc1-2	-8	5	3.8*	16*	2.5	-0.6	-5	-0.8	3	2.5	3.1
36	Cc1nc(SCC(=O)NC2CCS(=O)(=O)C2)c2c3c(sc2n1)CCC3 (stereo not given)	1	-2	0.1	-1.3	-1.4	-0.8	-7	0.4	2	1.9	0.1
37	Cn1cc2cccc([N+](=O)[O-])c2n1	3	0	0.0	5.3	1.1	-0.6	-1	-0.8	3	0.4	0.3
38	Cc1nc2ccccc2c(=O)n1/N=C/c1ccc(C(C)C)cc1	-1	-1	0.3	0.0	-2.7	-1.7	-3	-0.6	13	2.5	3.0
39	CC(C)(C)NC(=O)C(c1ccccn1)N(C(=O)C1CSC(=O)C1)c1cccc(F)c1 (stereo not given)	2	-5	-0.7	-1.5	0.1	-0.9	-3	0.7	-5	0.5	-0.3
40	CCc1nc2c(OCCOc3ccc(F)cc3)cccn2c1N(C)C(=O)c1ccc(OC)cc1	-1	-7	0.3	-2.6	-2.2	-0.5	-1	1.4	0	x	-0.4
41	Nc1ccc(S(=O)(=O)Nc2nccs2)cc1N=Nc1ccccc1[N+](=O)[O-]	-5	-1	0.5	1.2	4.0	0.8	5	-1.4	1	-0.4	2.4
42	Cc1ccc(O)c(Nc2ncnc3ccc([N+](=O)[O-])cc23)c1	-6	-4	0.0	2.9	2.8	-1.4	-3	1.4	4	-0.4	-2.9
43	CCN(CC)S(=O)(=O)c1ccc(-c2ccc(S(=O)(=O)N(CC)CC)cc2)cc1	3	-1	0.1	-0.2	-3.0	-1.1	6	0.8	0	-0.8	-1.6
44	O=C(NCC(c1ccco1)N1CCN(c2ccccc2F)CC1)C(=O)NC1CCCCC1 (stereo not given)	2	-2	2.1	2.1	0.4	-0.7	11	0.7	2	0.5	1.6
45	O=C1C2C3C=CC(C3)C2C(=O)N1Cc1ccc(CN2C(=O)C3C4C=CC(C4)C3C2=O)cc1 (stereo not given)	2	-2	-0.5	-3.4	-3.3	-1.9	-1	-0.4	-5	-1.8	3.3
46	Cc1ccc(C(=O)CSc2nc(N)cc(=O)[nH]2)cc1	0	-1	0.1	-0.9	-0.7	-1.2	-5	-0.5	-10	0.8	0.0
47	Cc1ccc(CNC(=O)CSc2nnc3c(n2)[nH]c2ccc(F)cc23)cc1	-3	-2	-0.2	-1.4	-1.0	-0.9	-14	0.8	1	-0.5	1.8
48	COc1cc(C(CCN2CCOCC2)c2c(OC)cc(OC)c3c(C)cc(=O)oc23)cc(OC)c1OC (stereo not given)	-31	0	-0.7	-2.4	-1.5	-1.4	4	-1.8	-1	0.7	0.5
49	COc1ccccc1/C=C(\NC(=O)c1ccc(OC)c(OC)c1)C(=O)Nc1ccc([N+](=O)[O-])cc1	5	-2	0.0	-1.5	-0.3	-1.4	-2	-2.8	-4	3.5	-4.8
50	COc1ccc(NC(=O)c2cc3ccccc3o2)cc1	2	1	2.3	12*	7.2*	0.8	-4	-0.1	6	1.8	7.5
51	NCCSc1c(-c2ccc(F)cc2)[nH]c2ccccc12	-9	0	-0.8	1.8	-0.4	-1.1	3	1.0	3	-0.2	-1.2
52	CCCCCn1cnnc1SCC(=O)c1ccc2c(c1)OCO2	-6	-1	-1.9	0.8	-2.0	-1.0	-2	-0.8	-35	0.2	2.2
53	O=C(COC(=O)/C=C/c1cccc(C(F)(F)F)c1)NC(=O)NC1CCCC1	-8	-2	0.8	1.5	-0.3	-0.8	5	-1.0	4	1.0	0.1
54	CC1Cc2ccccc2N1c1nc(C2CC2)nc2c1nnn2Cc1ccccc1 (stereo not given)	-16	0	-0.2	2.0	1.2	-0.2	6	0.0	5	1.0	1.5
55	Cc1cccc(OCCCC(=O)Nc2nccs2)c1C	-1	-1	0.0	1.5	-1.1	-1.1	-4	0.1	-2	-1.8	-0.5
56	CC1CCCCC1NC(=O)CN(C)S(=O)(=O)c1cccc2nsnc12 (stereo not given)	2	0	-0.5	-0.4	-0.4	-1.5	-4	-1.9	-2	0.2	0.8
57	Cc1cccc(C(=O)NCC(=O)N2CCOCC2)c1	0	0	1.0	0.0	-1.3	-0.9	4	0.4	2	0.6	1.8

Screening results: PubChem BioAssay, several laboratories
